GLD-1 TGE inh: GLD-1-TGE RNA interaction inhibition (C. elegans); Q17339; purified GLD-1 + fluorescein TGE RNA, fluorescence polarization; inhibition, % at 5.96 µM; hit rate 0.44% among 320,000; AID 2280;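 active = percent inhibition above a per-plate cutoff, the plate mean of test compounds plus 3 SD, cut at about 30% in these data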;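 note: 0% = DMSO wells with GLD-1 and probe and 100% = wells lacking GLD-1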
Target sequence (Q17339 whole entry, looked up): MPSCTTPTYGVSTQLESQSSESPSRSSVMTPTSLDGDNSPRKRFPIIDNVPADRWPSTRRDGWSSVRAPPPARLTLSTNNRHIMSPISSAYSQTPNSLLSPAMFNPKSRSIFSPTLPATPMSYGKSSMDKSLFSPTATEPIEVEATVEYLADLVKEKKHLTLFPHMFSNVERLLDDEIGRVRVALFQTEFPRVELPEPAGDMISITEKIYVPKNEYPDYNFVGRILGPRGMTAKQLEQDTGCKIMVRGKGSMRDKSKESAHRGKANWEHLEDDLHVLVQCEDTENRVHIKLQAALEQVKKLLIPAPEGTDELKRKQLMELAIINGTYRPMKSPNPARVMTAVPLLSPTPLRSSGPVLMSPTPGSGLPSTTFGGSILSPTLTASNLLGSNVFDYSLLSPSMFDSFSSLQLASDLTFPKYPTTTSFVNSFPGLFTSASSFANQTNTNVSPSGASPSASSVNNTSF
MEX-5 binding: C. elegans MEX-5 TCR-2 RNA binding activity. Q9XUB2. MEX-5/FITC-TCR2 RNA binding, fluorescence polarization; hits give low values. activity score (negative = inhibition of binding), % at 10 µM. AID 1832. hit rate 0.38% among 300,000;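 active = inhibition past about -25% in most replicates, and total fluorescence under double the plate's negative control median, limit read from the data; inconclusive = replicates evenly split on the limit, or fluorescence at least double controls; inactive = too little inhibition in most replicates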;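 note: 0% = DMSO and -100% = 5 µM competing unlabeled TCR2 RNA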
GRK2 aptamer HTS: human GRK2 inhibition via aptamer displacement | bead flow cytometry, FAM-aptamer displacement from GRK2 | inhibition of aptamer binding, % at 10 µM | hit rate 0.59% among 330,000 | AID 488847;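 active = inhibition of aptamer binding above 40%, roughly 3 SD of noise, on plates passing a quality check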;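 note: median bead fluorescence of bound FAM aptamer so fluorescent compounds give negative values; no value below 0 was filed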
VLA-4 inh: inhibition in a human VLA-4 binding assay; VLA-4 expressing cells, ligand binding flow cytometry; P13612; hit rate 0.2% among 330,000; inhibition, % (about 7 µM as worked out from the volumes in the protocol); in the data active = inhibition above about 50%
CR mimetic SO: lowers age-related superoxide in aged yeast cells; S. cerevisiae aged cells, superoxide DHE fluorescence; hits give low values; superoxide response (% of plate mean), % at 10 µM; hit rate 0.18% among 330,000; AID 2690;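 active = superoxide response under a set limit, about three screen SD below normal, cut at about 65% in these data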;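 note: yeast aged for seven days with compound at 30 °C before DHE staining; 100% = average MFI of all compound-treated wells on the plate with controls excluded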
MCL1 BIM primary: disrupts human MCL1 binding to BIM-BH3 peptide; Q07820; GST-MCL1 / FITC-Bim-BH3 fluorescence polarization; inhibition, % at 10.9 µM; hit rate 0.68% among 320,000;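 active = inhibition above the mean inhibition of all tested compounds plus 3 SD, set per campaign, cut at about 40% in these data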;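 note: 0% = DMSO wells and 100% = unlabeled Bim-BH3 peptide control; higher means more loss of mP so more displacement of Bim peptide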
Target sequence (Q07820 whole entry, looked up): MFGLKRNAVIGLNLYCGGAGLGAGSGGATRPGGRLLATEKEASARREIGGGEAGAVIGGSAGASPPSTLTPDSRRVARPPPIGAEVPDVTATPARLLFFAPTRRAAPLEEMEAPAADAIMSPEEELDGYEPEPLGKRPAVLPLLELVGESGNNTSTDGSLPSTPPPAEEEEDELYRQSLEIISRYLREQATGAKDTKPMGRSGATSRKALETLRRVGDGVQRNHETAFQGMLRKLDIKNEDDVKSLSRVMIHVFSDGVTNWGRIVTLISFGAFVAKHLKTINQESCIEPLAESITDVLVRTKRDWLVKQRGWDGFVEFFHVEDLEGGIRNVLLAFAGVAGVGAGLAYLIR
Bcl-xL primary: Bcl-xL (human) inhibition; Q07817; GST-Bcl-xL / FITC-Bim BH3 peptide fluorescence polarization; inhibition, % at 10.9 µM; hit rate 0.7% among 320,000; AID 2129;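 active = inhibition above the mean of all tested compounds plus 3 SD, cutoff set per campaign, cut at about 30% in these data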;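 note: 0% = DMSO wells and 100% = unlabeled Bim-BH3 peptide competitor; inhibitors lower millipolarization by displacing the labeled peptide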
Target sequence (Q07817 whole entry, looked up): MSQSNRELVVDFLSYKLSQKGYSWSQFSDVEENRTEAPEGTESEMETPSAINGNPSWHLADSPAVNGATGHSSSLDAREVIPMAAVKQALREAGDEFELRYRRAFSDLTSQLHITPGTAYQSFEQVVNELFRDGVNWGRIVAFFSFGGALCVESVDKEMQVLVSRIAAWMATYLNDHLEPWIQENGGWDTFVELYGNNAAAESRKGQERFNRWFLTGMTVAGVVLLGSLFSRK
CIT2-GFP yeast: modulators of TOR pathway CIT2-GFP in S. cerevisiae; GFP response vs DMSO, % at 10 µM; S. cerevisiae CIT2-GFP strain, flow cytometry, 3 h; 100 means same as DMSO wells; hit rate 0.065% among 320,000;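 active = GFP response relative to DMSO above a set limit, near the screen mean plus 3 SD, cut at about 150% in these data; inconclusive = Fewer than 70 cells measured for a yeast strain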;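 note: ratio of well median GFP fluorescence to mean of DMSO wells on the plate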
AGP1-GFP MLPCN: alters AGP1-GFP fluorescence in TOR pathway yeast screen. hit rate 0.02% among 320,000. S. cerevisiae AGP1-GFP multiplex flow cytometry, 3 h; GFP as percent of DMSO wells. GFP response vs DMSO, % at 10 µM;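 active = GFP response relative to DMSO above a set limit, near screen average plus 3 SD, cut at about 150% in these data; inconclusive = fewer than 70 cells counted for the yeast strain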;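 note: median GFP channel fluorescence of the gated AGP1 strain per well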
* = called active by the depositor; ? = inconclusive; · = not tested or not shown.

Structure,Bcl-xL primary,VLA-4 inh,GRK2 aptamer HTS,MEX-5 binding,GLD-1 TGE inh,MCL1 BIM primary,CR mimetic SO,AGP1-GFP MLPCN,CIT2-GFP yeast
CCOc1ccc2oc(C(=O)NNC(=O)c3ccccc3O)c(C)c2c1,6.0,1.6,13.0,-3.7,-4.3,9.6,103.5,94.9,83.4
O=C(NCCc1ccccc1)c1noc2c1CCc1ccccc1-2,0.2,-3.8,2.0,2.2,4.1,-0.1,87.7,104.9,106.4
COC(=O)c1cc(NC(=O)c2ccc(-c3ccccc3)cc2)ccc1Cl,-0.6,-8.8,2.0,0.1,1.2,0.7,95.8,91.3,86.4
CC(C)C1N=C(c2ccc3c(c2)OCO3)CC(c2ccccc2O)N1 (centres undefined),2.5,7.9,3.0,-2.4,6.8,-1.0,101.3,92.0,89.3
Cc1nc(SCC(=O)Nc2nccs2)c(C#N)c(C)c1C,-3.1,3.2,2.0,·,-4.0,-4.5,107.1,96.2,88.1
COc1ccc(CCNC(=O)NC23CC4CC(CC(C4)C2)C3)cc1OC,10.8,15.8,3.0,-0.3,1.8,-2.2,98.9,107.7,108.8
Nc1nc2nccc(-c3ccco3)n2n1,6.7,0.1,13.0,-1.4,3.4,6.0,88.2,·,94.7
CC(C)(C)OC(=O)NCc1ccc(CNC(=O)c2[nH]cnc2C(=O)N[C@@H](Cc2ccccc2)C(=O)OC(C)(C)C)cc1,-0.4,1.9,1.0,0.6,2.2,1.6,103.8,89.2,89.4
Cc1ccc(S(=O)(=O)N2CCCC(C(=O)NCCC3=CCCCC3)C2)cc1 (centres undefined),2.9,10.1,2.0,-0.3,4.4,8.5,114.4,106.4,111.2
Cc1ccccc1-n1c(=S)[nH]c2nc3c(cc2c1=O)CCCC3,13.9,-0.8,1.0,0.2,1.8,10.5,101.8,118.0,116.4
CN1C[C@@H]2C(c3ccc(C(F)(F)F)cc3)C3(c4ccccc4)CC2(C3)[C@H]1c1ccccc1 (some centres undefined),1.8,15.9,0.0,-4.0,-4.7,6.3,103.1,89.4,88.8
CCNC(=S)N/N=C(\C)c1ccc2c(c1)OCCO2,8.6,8.3,0.0,-0.7,1.0,12.4,98.9,86.7,92.4
CC(=O)c1cccc(N(C(=O)c2ccccn2)C(C(=O)NC2CCCCC2)c2cccs2)c1 (centres undefined),4.5,5.8,0.0,1.1,13.7,-2.8,93.4,94.3,99.6
CN(Cc1cccs1)C(=O)CSc1nc(N)cc(N)n1,0.9,3.0,0.0,·,4.2,1.4,106.7,89.2,96.0
CCc1ccc(OCC(=O)NC2CC(C)(C)NC(C)(C)C2)cc1,1.4,0.2,2.0,0.2,3.7,6.3,102.3,103.6,102.6
CC(=O)Nc1ccc(OCCOc2ccc(NC(C)=O)cc2)cc1,-1.1,10.8,4.0,2.0,1.0,3.0,93.6,94.7,94.8
COc1cccc(N(CC(=O)NCCSCc2ccc(Cl)cc2)S(C)(=O)=O)c1,2.7,3.7,0.0,-0.8,-1.4,8.6,103.2,94.8,98.8
COc1ccc(CN(C)Cc2ccccc2)c(OC)c1OC,5.5,5.5,1.0,1.2,1.6,0.4,99.6,100.2,119.9
COc1ccc(/C(=N/O)C(C)(C)NO)cc1,1.4,5.1,1.0,-0.6,-6.4,3.7,98.3,·,81.7
COC(=O)C1(CO)NC(c2ccc(C)cc2)C2C(=O)N(c3ccccc3)C(=O)C21 (centres undefined),8.0,-6.3,0.0,-1.7,-1.9,11.0,100.0,97.0,106.2

Structure,Bcl-xL primary,VLA-4 inh,GRK2 aptamer HTS,MEX-5 binding,GLD-1 TGE inh,MCL1 BIM primary,CR mimetic SO,AGP1-GFP MLPCN,CIT2-GFP yeast
CCOC(=O)C1=C(C)C/C(=N\NC(=O)c2ccccc2O)CC1,2.5,4.3,3.0,-4.2,-2.6,9.7,87.5,102.2,92.2
CCOC(=O)c1sc(NC(=O)c2cc3ccccc3o2)nc1C,6.1,0.0,2.0,1.9,-1.6,4.8,104.4,?,?
COC(=O)Cn1nc(-c2ccccc2)c2ccccc21,-1.6,-13.4,0.0,-2.4,1.6,-1.4,104.9,109.4,105.9
CCN1CCN(c2ccc(S(=O)(=O)N3CCOCC3)cc2NC(=O)c2cc(Cl)nc3ccccc23)CC1,1.6,1.5,2.0,0.5,5.1,0.5,98.0,104.0,100.8
Cc1cc2nc3n(c2cc1C)CC1CC(C(=O)NCCC(C)C)N(C)C31 (centres undefined),5.2,·,·,2.0,7.8,-0.6,·,·,·
Nc1cccnc1Sc1cccc(Cl)c1,9.9,15.5,2.0,3.5,9.5,9.9,125.6,94.1,90.1
CCCC(C)c1nnc(NC(=O)CN2C(=O)c3ccccc3C2=O)s1 (centres undefined),0.9,4.4,2.0,0.8,1.2,-5.3,111.2,97.9,98.1
C/C=C/C=C/C(=O)OC(C)C(=O)Nc1cc([N+](=O)[O-])ccc1OC (centres undefined),-1.0,1.8,6.0,3.3,1.4,3.1,111.8,100.2,92.7
CS(=O)(=O)N(CC(=O)N1CCCCCC1)c1ccc2c(c1)OCCO2,1.7,8.1,0.0,2.5,3.9,4.5,105.9,102.5,100.6
O=C(CC1C(=O)NCCN1Cc1cccc(F)c1)NCCCN1CCCC1=O (centres undefined),19.7,16.9,1.0,-9.1,19.0,19.9,110.4,99.4,94.3
CCC(C)N(C(=O)CSc1nc(C)c(C)c(C)c1C#N)C1CCS(=O)(=O)C1 (centres undefined),-5.9,2.6,1.0,·,6.1,-5.7,127.1,91.2,91.6
CC(C)(C)c1nnc(NS(C)(=O)=O)s1,3.1,1.1,0.0,-4.6,-0.8,1.1,92.9,94.9,92.7
Cc1ccc(NS(=O)(=O)c2ccc3c(c2)oc(=O)n3C)cc1F,4.8,5.8,0.0,1.0,-0.3,9.3,112.1,98.8,94.7
Nc1ccc(-c2nnnn2-c2ccc(N)cc2)cc1,3.6,-9.0,0.0,0.3,5.4,2.1,98.9,108.5,116.2
Cc1ccc(CNC(=O)C2=CCN(S(=O)(=O)c3ccc(C)cc3)CC2)cc1,4.6,38.0,0.0,-0.3,-1.9,11.2,100.2,106.5,104.1
CC1CCC(C(C)C)C(OC(=O)COC(=O)c2cc(O)ccc2N)C1 (centres undefined),2.4,-10.8,2.0,0.7,12.4,13.4,82.9,94.2,114.2
COc1cc(/C=C/c2ccc3cccc([N+](=O)[O-])c3n2)ccc1OCC(=O)O,18.7,-4.9,0.0,0.9,4.2,10.6,86.1,102.9,98.1
COc1cc(C(=O)N2c3ccccc3CCC2C)cc(OC)c1OC (centres undefined),6.8,9.0,3.0,1.8,4.9,4.1,99.4,102.2,97.1
Cc1ccc(S(=O)(=O)N2CCN(C(=O)COC(=O)c3ccccc3Cl)CC2)c(C)c1,-1.6,-1.6,3.0,·,3.0,-1.5,87.8,106.4,94.4
O=C1COCC(=O)N1CCc1c[nH]c2ccccc12,1.2,-3.8,0.0,0.4,6.2,-0.8,102.0,99.5,86.5

Structure,Bcl-xL primary,VLA-4 inh,GRK2 aptamer HTS,MEX-5 binding,GLD-1 TGE inh,MCL1 BIM primary,CR mimetic SO,AGP1-GFP MLPCN,CIT2-GFP yeast
O=C(Nc1cc(F)ccc1F)C1CCCN(c2ncnc3c2nc2n3CCCCC2)C1 (centres undefined),2.6,-3.6,0.0,-2.7,1.3,1.3,92.0,104.4,101.3
COc1ccc(C(=O)NCCC(C)C)cc1S(=O)(=O)N1CCOCC1,1.5,-3.1,0.0,0.5,0.9,-0.6,82.9,98.8,103.8
Cc1oc(-c2cccs2)[n+]([O-])c1C,9.9,0.5,0.0,0.9,-0.2,13.6,96.7,102.0,105.2
Cc1ccc(C(C)C)c(OCc2ccc(C(=O)N/N=C/c3cccc(O)c3O)cc2)c1,-1.8,30.4,0.0,-2.7,7.3,4.0,91.9,91.3,103.5
CCN(CC)CCNC(=O)c1ccccc1C(=O)c1ncc[nH]1,8.5,8.2,1.0,-0.6,0.5,7.7,89.7,99.6,103.9
Cc1cc(S(=O)(=O)Nc2ccccc2C(=O)O)ccc1Cl,-2.1,-0.4,2.0,-1.6,9.5,5.4,121.7,97.7,87.4
C[C@@H]1CCC(=O)N(C[C@@H](C)CSc2ccc(Br)cc2)CC1,3.7,-2.9,4.0,·,-1.2,3.6,104.7,95.2,104.4
COc1cccc(NC(=S)NC2CC3CCCC(C2)N3C2CCCC2)c1 (centres undefined),6.8,24.0,2.0,-1.6,6.9,-1.3,101.8,99.4,103.2
O=C(Cc1ccccc1)NNC(=S)Nc1ccccc1,-6.1,8.4,2.0,-0.3,-3.9,-7.4,87.8,75.5,72.9
NC(=O)C1CCN(C(c2ccccc2F)c2nnnn2Cc2ccco2)CC1 (centres undefined),7.6,-7.3,1.0,-1.0,7.9,3.2,109.5,109.3,·
O=C(N/N=C/C(Cl)=C/c1ccccc1)c1ccncc1,2.7,-5.4,0.0,-0.5,-7.8,1.3,97.4,91.9,94.3
COc1cccc(-c2nc3c(c(=O)[nH]c(=O)n3Cc3ccccc3)n2CCO)c1OC(F)F,3.2,2.3,0.0,-1.9,-1.9,-3.9,99.9,101.7,102.9
Cc1ccc(NC(=S)NNS(=O)(=O)c2ccc3ccccc3c2)cc1Cl,3.1,-2.4,1.0,1.1,9.9,9.7,98.8,110.2,101.8
N#CCCn1cc(C(=O)Nc2ccc(C(=O)O)cc2)c(-c2cc3ccccc3o2)n1,-1.2,3.3,0.0,-0.2,0.7,-1.9,100.5,95.6,94.6
CC(C)c1ccc(O)c(NC(=O)c2cncc(Br)c2)c1,6.2,-0.8,0.0,0.5,11.7,11.7,97.9,100.8,98.7
O=C(O)[C@H](Cc1ccccc1)N1Cc2ccccc2C1=O,2.4,10.4,0.0,-1.0,5.0,-1.7,113.0,98.1,105.7
O=C(Nc1ccccc1)c1cccc2c(Br)cccc12,1.4,-8.0,0.0,0.6,6.0,-1.1,112.1,104.1,98.8
CCOC(=O)c1c(C)c(C(=O)NCc2ccc(OC)cc2)c(C)n1C,-0.6,-0.1,0.0,2.0,5.1,2.5,96.8,92.8,99.1
Cc1cccc(-n2nc(C)c3c2NC2=C(C(=O)CCC2)C3c2ccccn2)c1 (centres undefined),2.7,-4.9,0.0,-1.5,-3.8,1.8,102.3,96.5,91.8
CN1C(C(=O)NCc2cccc(C(F)(F)F)c2)CC2Cn3c(nc4cc(Cl)c(Cl)cc43)C21 (centres undefined),2.8,-3.0,1.0,2.4,-2.4,0.9,100.9,93.5,90.2
O=C(CCSc1nnc(-c2ccncc2)o1)Nc1ccccc1Cl,-1.1,10.0,0.0,1.2,1.7,-2.5,95.5,105.2,100.7
COc1ccccc1S(=O)(=O)N1CCNC(=O)C1,·,0.6,0.0,·,-1.4,·,89.7,104.3,98.0

Full records, quoted from the list:
COc1cccc(-c2nc3c(c(=O)[nH]c(=O)n3Cc3ccccc3)n2CCO)c1OC(F)F as listed: Bcl-xL primary = 3.2; VLA-4 inh = 2.3; GRK2 aptamer HTS = 0.0; MEX-5 binding = -1.9; GLD-1 TGE inh = -1.9; MCL1 BIM primary = -3.9; CR mimetic SO = 99.9; AGP1-GFP MLPCN = 101.7; CIT2-GFP yeast = 102.9
CN1C(C(=O)NCc2cccc(C(F)(F)F)c2)CC2Cn3c(nc4cc(Cl)c(Cl)cc43)C21 (centres undefined) as listed: Bcl-xL primary = 2.8; VLA-4 inh = -3.0; GRK2 aptamer HTS = 1.0; MEX-5 binding = 2.4; GLD-1 TGE inh = -2.4; MCL1 BIM primary = 0.9; CR mimetic SO = 100.9; AGP1-GFP MLPCN = 93.5; CIT2-GFP yeast = 90.2

Screens from PubChem.
